# Screening results (PubChem BioAssay)
# D2 antagonist = antagonizes the human D2 dopamine receptor; P14416; HEK293 TREx D2 cells, calcium flux, dopamine EC80; inhibition, % at 10 µM; 340,000 tested, 2% active; in the data active = inhibition above about 30%; note: 0% is about no effect
#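 Calcium flux kinetic readout in an inducible HEK293 TREx D2 line plated overnight at 30 C. After 180 s compound exposure, an EC80 dopamine challenge follows with another 180 s kinetic read to detect antagonism.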
# D1 agonist = activates the human D1 dopamine receptor; P21728; HEK293 T-REx D1 cells, calcium flux, agonist mode; activation, % at 2 µM; 360,000 tested, 1% active; note: 0% is about no effect
#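 Tetracycline-induced HEK293 TREx D1 cells, force-coupled to calcium signalling, were dye-loaded with a no-wash calcium kit. Compound was pin-added after a 10 s baseline. Fluorescence was read kinetically at 1 cycle/s for 180 s, with calcium rises flagged as agonism.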
# D2 PAM = D2 dopamine receptor (human) potentiation; P14416; HEK293 T-REx D2, calcium flux, EC20 dopamine potentiation; AID 485347; potentiation, % at 10 µM; 340,000 tested, 0.34% active;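 active = potentiation over 3 SD above the plate norm, cut at about 30% in these data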; note: 0% is about no effect
#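 Tetracycline-induced Hek293 Trex D2 cells, force-coupled to calcium, loaded with no-wash calcium dye. Compound added with 180 s kinetic read for agonism, then EC20 dopamine and a further 180 s read for potentiation.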
# D2 agonist = activates the human D2 dopamine receptor | P14416 | HEK293 T-REx D2 cells, calcium flux agonist mode | activation, % at 2 µM | 340,000 tested, 0.53% active | AID 485358;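 active = activation over 3 SD above normal in the single-dose calcium agonist read, cut at about 30% in these data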; note: 0% is about no effect
#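 HEK293 Trex D2 cells, tetracycline-induced, o/n 30 C 5% CO2; no-wash Ca dye, RT 30–90 min; 10-cycle baseline, 23 nl cpd added, kinetic Ca read 180 s; agonist hits = positive Ca response.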
# RXFP1 antagonist = antagonists of human relaxin receptor RXFP1 | Q9HBX9 | HEK293-RXFP1, relaxin-stimulated cAMP HTRF, 30 min; active compounds read low | activity change, negative = inhibition, % at 57.5 µM | 350,000 tested, 0.59% active | AID 1259400;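 active = activity change of -60% or lower, but not beyond a set lower limit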; note: % is set by controls: 0 for no effect and ±100 for the full control effect
# Target sequence (Q9HBX9 whole entry, looked up): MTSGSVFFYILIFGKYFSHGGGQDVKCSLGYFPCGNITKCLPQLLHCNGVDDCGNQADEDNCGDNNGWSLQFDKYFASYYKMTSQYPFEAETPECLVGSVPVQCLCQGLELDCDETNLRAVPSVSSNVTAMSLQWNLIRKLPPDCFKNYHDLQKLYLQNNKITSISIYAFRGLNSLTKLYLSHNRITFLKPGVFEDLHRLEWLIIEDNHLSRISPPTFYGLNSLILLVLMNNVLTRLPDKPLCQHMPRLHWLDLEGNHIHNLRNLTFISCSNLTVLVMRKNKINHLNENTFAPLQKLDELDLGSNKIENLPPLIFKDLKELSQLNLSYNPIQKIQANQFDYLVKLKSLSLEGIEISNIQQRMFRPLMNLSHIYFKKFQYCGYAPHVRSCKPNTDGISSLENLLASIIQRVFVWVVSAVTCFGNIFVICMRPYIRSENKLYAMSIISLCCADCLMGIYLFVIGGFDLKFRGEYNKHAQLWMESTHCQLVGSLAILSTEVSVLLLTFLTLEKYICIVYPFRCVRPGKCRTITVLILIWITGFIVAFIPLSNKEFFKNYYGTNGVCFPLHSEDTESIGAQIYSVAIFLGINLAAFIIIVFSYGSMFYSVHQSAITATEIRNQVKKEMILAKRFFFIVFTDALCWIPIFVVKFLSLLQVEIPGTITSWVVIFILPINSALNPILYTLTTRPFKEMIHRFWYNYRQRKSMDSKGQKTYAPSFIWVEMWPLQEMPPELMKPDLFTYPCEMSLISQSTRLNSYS
# D1 antagonist = blocks dopamine activation of the human D1 receptor | P21728 | HEK293 TREx D1 cells, calcium flux, dopamine EC80; active compounds read low | activity change, negative = inhibition, % at 10 µM | 360,000 tested, 3.2% active; in the data active = activity change below about -30%; note: % is set by controls: 0 for no effect and ±100 for the full control effect
#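 Antagonism measured as reduced calcium response to an EC80 dopamine addition following 180 s compound pre-read; cells were inducible HEK293 Trex D1 plated overnight at 30 C, read kinetically at 1 cycle/sec.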
# TRHR ag = TRH receptor (human) agonism; TRHR cells, calcium flux fluo-8, FDSS agonist mode; 360,000 tested, 0.18% active; P34981; activation, % at 2 µM; note: 0% is about no effect
#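 TRHR-expressing cells loaded with fluo-8 calcium dye; 23 nL library compound pin-transferred, kinetic FDSS fluorescence (Ex 480/Em 530) recorded about 180 s for agonist-induced calcium release, before a 10 nM TRH EC20 addition for potentiator mode.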
# D1 PAM = human D1 dopamine receptor positive modulation. HEK293 TREx D1 cells, calcium flux, dopamine EC20 potentiation. potentiation, % at 10 µM. 360,000 tested, 0.036% active. AID 504651; in the data active = potentiation above about 30%; note: 0% is about no effect
# TRHR PAM = TRH receptor (human) allosteric enhancement; TRHR cells, fluo-8 calcium fluorescence, EC20 TRH enhancement; enhancement, % at 2 µM; 360,000 tested, 0.66% active; AID 493056; in the data active = enhancement above about 30%; note: 0% is about no effect
#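 Enhancer read-out: after compound pinning and an initial kinetic agonist-mode read, an EC20 of TRH (10 nM final) was injected and fluo-8 calcium signal (Ex 480/Em 530) followed at 1 s/cycle for 100 cycles in TRHR-expressing cells.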
# Starred values were filed as active, the others as inactive; · = no result given. Cut-off read from the data, not from the text of the source, unless noted: active = activation above about 30%; inactive = the rest.
SMILES	D1 antagonist	D2 antagonist	D2 agonist	RXFP1 antagonist	TRHR ag	D2 PAM	TRHR PAM	D1 PAM	D1 agonist
O=C(Nc1nc(-c2ccc(F)c(F)c2)cs1)c1ccc(OCC2CCCO2)cc1 (stereo unspecified)	-17	-5	1.6	13	1.4	-1	5	2	10
COc1ccc(C)cc1NC(=O)CN(c1ccc(F)cc1)S(C)(=O)=O	2	-17	-1.1	7	-1.0	5	10	1	-1
CC(CN1C(C)CCCC1C)OC(=O)c1ccc(F)cc1 (stereo unspecified)	-12	2	0.0	-11	0.2	4	-4	3	6
CC(C)(C)C(=O)/C(C#N)=c1\s/c(=C\c2ccncc2)c(=O)n1CCCN1CCOCC1	-8	-3	-0.6	·	0.2	10	0	-1	2
CC(C)(CC(=O)O)CC(=O)NCc1c(Cl)cccc1Sc1ccc(Cl)cc1	0	4	0.2	-2	-0.4	12	-1	-3	-1
O=C(/C=C/c1ccccc1)NCCSCc1ccccc1	8	·	·	-11	-0.3	0	0	2	3
COc1ccc(CC(=O)NCC(=O)N/N=C(/C)c2ccco2)cc1	-8	8	0.6	-9	0.3	·	-1	-2	2
CC(/C=N/NC(=O)c1cc(-c2ccc(C)o2)[nH]n1)=C\c1ccccc1	2	2	0.4	-16	0.3	-3	-7	-3	4
COc1ccc(/C=N/NC(=S)Nc2ccccc2)cc1COc1ccc(F)cc1	-3	-3	-0.5	·	0.3	4	3	5	4
CC(Nc1cc(=O)n(C)c(=O)n1C)c1ccccc1 (stereo unspecified)	9	-17	-0.9	-6	-0.1	-3	-3	-3	-2
O=C(CSc1nnc2ccccn12)NCCc1ccc(F)cc1	7	6	0.4	-10	-1.5	0	-7	1	2
Cc1ccc(-c2nnc(SCC(=O)NC3CCCC3)n2C)cc1	2	-4	0.2	-1	-0.4	3	-4	0	-1
CCOC(=O)N1CCC(NC(=O)CSCc2nc(-c3ccc(OC)cc3)oc2C)CC1	-9	5	0.0	25	-0.6	0	4	-6	0
CCC(=O)Nc1ccc(Br)cn1	7	-13	0.4	8	0.9	10	15	-2	1
O=S(=O)(c1ccc(Cl)cc1)c1nc(-c2cccs2)oc1SCc1ccc(F)cc1	8	·	·	-18	1.2	14	4	-1	5
O=C(CN1CCN(Cc2ccc3c(c2)OCO3)CC1)NCC(F)(F)F	-5	-14	0.1	2	0.7	-3	2	-3	8
COc1cc(OC)cc(C(=O)NC2CC3CCC(C2)N3Cc2ccco2)c1 (stereo unspecified)	-35*	48*	1.7	-23	-0.4	-17	-3	-11	0
CSc1ccc(C(=O)C2CCCN(C(=O)c3ccc4c(c3)no[n+]4[O-])C2)cc1 (stereo unspecified)	-24	5	-0.3	-8	-0.5	4	-6	-2	6
CC(C)[C@@H](NC(=O)OC(C)(C)C)C(=O)NCC1CCC(C(=O)N[C@@H](Cc2ccccc2)C(=O)O)CC1 (stereo partly specified)	-10	32*	1.1	5	2.8	7	-15	9	4
CC(=O)c1cccc(NC(=O)Nc2cc3sccc3n2C)c1	-5	-12	0.6	·	0.1	0	-5	-2	0
Cc1ccc(SCCn2nc(C(=O)O)c3ccccc3c2=O)cc1	-1	-3	1.1	-28	-0.2	10	-15	-4	2
CC(C)(C)C(=O)Nc1ccc(C(=O)Nc2cccnc2)cc1	7	-17	1.0	-1	0.4	-5	-1	-2	4
CCCCCCn1c(N2CCCC2)nc2c1c(=O)n(C)c(=O)n2C	11	2	0.7	2	-1.1	13	-2	-5	1
CCc1ccccc1NC(=O)Nc1ccc2c(c1)N(CC)C(=O)c1ccccc1S2	4	·	-0.8	-11	-0.4	1	-1	-1	3
Cc1nc(N2CCOCC2)c2c(C)c(C(=O)Nc3ccc(F)cc3Cl)sc2n1	-4	7	-0.4	11	0.2	-1	-2	2	-2
Cc1ccccc1NC(=O)/C(C#N)=C\c1cc(C)n(-c2ccc(C(=O)O)cc2)c1C	-10	-1	-0.4	-6	-0.2	-10	8	2	13
O=C(CC1CCOCC1)Nc1ccc(Cl)c(Cl)c1	-3	0	0.6	11	0.9	-9	-4	-2	8
COc1cc(OC)cc(-c2cc3nc(C)c(CCC(=O)Nc4ccc(F)c(Cl)c4)c(C)n3n2)c1	-9	·	·	-12	-0.1	12	-2	-2	2
O=C(Nc1ccc2[nH]ncc2c1)c1ccc(F)cc1	-18	0	-1.4	8	0.1	4	9	-1	2
C/C(=C/CCC(C)C1CCC2(C)C3CCC4C(C)(C)C(=O)CCC4(C)C3=CCC12C)C(=O)O (stereo unspecified)	-3	9	-0.1	·	-0.2	-4	-3	-3	1
COC(=O)C(Cc1c[nH]c2ccccc12)NC(=O)C1CC1 (stereo unspecified)	4	19	0.5	-7	1.9	-4	-5	0	2
CCOC(=O)C1CCN(C(=O)Cc2cccs2)CC1	-11	-8	0.9	1	-0.1	5	-4	-3	4
C/C(CCc1ccccc1)=N\NC(=S)NCCc1ccccc1	9	-7	-0.6	-16	-0.9	31*	-7	-15	2
CCOC(=O)C1CCN(CC(=O)N2CCc3ccccc32)CC1	0	·	·	-4	-0.2	·	-4	-10	5
Cc1ccc(-n2c(N)cc(=O)nc2SCC(=O)N2CCN(c3ccccc3)CC2)cc1	4	64*	66*	-2	-0.1	-30	2	-3	0
CCc1ccccc1NC(=O)CNC(=O)CNC(=O)Cc1ccccc1	-2	4	0.2	-7	0.3	0	-1	0	1
O=[N+]([O-])c1ccccc1/C=N/n1c(C2CCCCC2)n[nH]c1=S	5	-17	0.0	-3	0.7	7	20	-1	-2
Nc1ccc2nn(-c3cccc4ccccc34)nc2c1	-21	-15	0.0	-8	0.1	4	-4	-1	1
O=C(COc1ccccc1Cl)N(Cc1cccs1)C1CCS(=O)(=O)C1 (stereo unspecified)	18	2	-0.4	0	-0.4	4	-4	6	-3
Cc1ccc(C)c(NC(=O)CSc2nc(-c3ccccc3)c(C#N)c(=O)[nH]2)c1	0	·	-2.0	10	-0.8	-10	4	1	-2

# 4 records picked at random from those above, as already listed:
SMILES	D1 antagonist	D2 antagonist	D2 agonist	RXFP1 antagonist	TRHR ag	D2 PAM	TRHR PAM	D1 PAM	D1 agonist
O=C(CC1CCOCC1)Nc1ccc(Cl)c(Cl)c1	-3	0	0.6	11	0.9	-9	-4	-2	8
COC(=O)C(Cc1c[nH]c2ccccc12)NC(=O)C1CC1 (stereo unspecified)	4	19	0.5	-7	1.9	-4	-5	0	2
Nc1ccc2nn(-c3cccc4ccccc34)nc2c1	-21	-15	0.0	-8	0.1	4	-4	-1	1
Cc1ccc(SCCn2nc(C(=O)O)c3ccccc3c2=O)cc1	-1	-3	1.1	-28	-0.2	10	-15	-4	2

# Later entries
SMILES	D1 antagonist	D2 antagonist	D2 agonist	RXFP1 antagonist	TRHR ag	D2 PAM	TRHR PAM	D1 PAM	D1 agonist
Cc1cccc(COCC(Cc2ccccc2)N2CCN(C(=O)c3cccc(Cl)c3)CCC2=O)c1 (stereo unspecified)	15	13	-0.8	·	-0.4	2	-6	-5	1
COc1ccc(C(=O)Nc2c(C(=O)c3ccccc3)oc3ccccc23)cc1	-9	·	0.0	·	0.3	8	1	-5	3
C=CC[C@@H]1C=C[C@H](O/N=C/c2ccc(C(=O)N3[C@H](c4ccc(C)cc4)[C@@H](C)CC[C@H]3C(=O)OC)cc2)[C@@H](CO)O1	8	-15	-0.3	·	0.4	2	2	-1	2
O=C(NCCOc1ccc(Cl)cc1)C1CC(=O)N(c2ccc(F)cc2)C1 (stereo unspecified)	-10	·	·	-3	-0.5	16	16	-6	11
O=c1ncn(-c2cccc(F)c2)c2ncccc12	·	-29	-0.1	-4	-0.3	4	11	1	-2
COc1ccc(/C(C)=N/NC(=O)CNC(=O)COc2ccccc2)c(OC)c1	1	23	0.2	0	-0.8	1	-4	-2	3
O=C(Nc1ccc(F)c(Cl)c1)N1CCN2CCCCC2C1 (stereo unspecified)	-7	·	0.5	-7	0.0	-9	-1	-1	1
CC1(c2nnc(-c3cccc(Cl)c3)o2)CC(c2ccc(OC(F)(F)F)cc2)=NO1 (stereo unspecified)	-9	-12	-0.7	·	2.6	-3	5	3	5
CN(C)C(CNC(=O)CCc1c[nH]c2ccccc12)c1ccccc1 (stereo unspecified)	-3	-5	1.0	-7	0.5	0	9	-5	3
CC(C)Nc1nc(NC2CCCC2)nc(N2CCOCC2)n1	10	25	-1.1	-2	0.2	0	17	-2	2
Cc1ccc(CNC(=O)Cn2c(=O)c3sccc3n(Cc3ccc([N+](=O)[O-])cc3)c2=O)cc1	-23	0	-0.9	-11	1.3	-4	-23	-11	6
CCCOc1ccc(-c2nnn(CC(=O)N3CCC(C)CC3)n2)cc1	-3	16	-0.3	-9	-0.2	6	0	-5	2

# Reformatted: results already given
# Fields – D1 antagonist | D2 antagonist | D2 agonist | RXFP1 antagonist | TRHR ag | D2 PAM | TRHR PAM | D1 PAM | D1 agonist
- CCCOc1ccc(-c2nnn(CC(=O)N3CCC(C)CC3)n2)cc1
    -3 | 16 | -0.3 | -9 | -0.2 | 6 | 0 | -5 | 2
- O=c1ncn(-c2cccc(F)c2)c2ncccc12
    · | -29 | -0.1 | -4 | -0.3 | 4 | 11 | 1 | -2
- Cc1cccc(COCC(Cc2ccccc2)N2CCN(C(=O)c3cccc(Cl)c3)CCC2=O)c1 (stereo unspecified)
    15 | 13 | -0.8 | · | -0.4 | 2 | -6 | -5 | 1
- CN(C)C(CNC(=O)CCc1c[nH]c2ccccc12)c1ccccc1 (stereo unspecified)
    -3 | -5 | 1.0 | -7 | 0.5 | 0 | 9 | -5 | 3
- CC(C)Nc1nc(NC2CCCC2)nc(N2CCOCC2)n1
    10 | 25 | -1.1 | -2 | 0.2 | 0 | 17 | -2 | 2
- COc1ccc(C(=O)Nc2c(C(=O)c3ccccc3)oc3ccccc23)cc1
    -9 | · | 0.0 | · | 0.3 | 8 | 1 | -5 | 3
- C=CC[C@@H]1C=C[C@H](O/N=C/c2ccc(C(=O)N3[C@H](c4ccc(C)cc4)[C@@H](C)CC[C@H]3C(=O)OC)cc2)[C@@H](CO)O1
    8 | -15 | -0.3 | · | 0.4 | 2 | 2 | -1 | 2

# No enrichment for hits; 7.3% or so of the library scored in one or more.
